GDH-TPI counter: counter-screen for M. tuberculosis FBA inhibitors: GDH-TPI coupled enzymes; GDH-TPI coupled enzyme counterscreen, NADH absorbance; AID 588335; inhibition, % at 4.8 µM; hit rate 1.2% among 360,000; in the data active = inhibition above about 30%;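 note: 0% = DMSO wells and 100% = wells lacking the enzyme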
BoNT-A LC inh2: BoNT A light chain protease inhibition; inhibition, % at 10 µM; AID 588499; multiplex microsphere protease substrate cleavage, flow cytometry; hit rate 0.17% among 360,000; note: plate controls were buffer without enzyme for full effect and enzyme alone for no effect
BioA inh: inhibitors of Mycobacterium tuberculosis BioA enzyme; purified M. tuberculosis BioA enzyme, plate reader; inhibition, % at 9.99 µM; hit rate 0.096% among 360,000; in the data active = inhibition above about 40%; inconclusive = no clear call, values can overlap the other calls
FadD28 binding: blocks FadD28 binding to the bisubstrate probe; hit rate 0.22% among 360,000; inhibition, % at 12.5 µM; fluorescence polarization; in the data active = inhibition above about 8.5%, passing the limit was not always enough; inconclusive = no clear call, values can overlap the other calls
UGM FP inh: blocks M. tuberculosis UGM enzyme; hit rate 0.06% among 320,000; P9WIQ1; inhibition, % at 10 µM; AID 504406; purified UGM, fluorescence polarization probe displacement; in the data active = inhibition above about 10%, passing the limit was not always enough; inconclusive = no clear call, values can overlap the other calls
Target sequence (P9WIQ1 whole entry, looked up): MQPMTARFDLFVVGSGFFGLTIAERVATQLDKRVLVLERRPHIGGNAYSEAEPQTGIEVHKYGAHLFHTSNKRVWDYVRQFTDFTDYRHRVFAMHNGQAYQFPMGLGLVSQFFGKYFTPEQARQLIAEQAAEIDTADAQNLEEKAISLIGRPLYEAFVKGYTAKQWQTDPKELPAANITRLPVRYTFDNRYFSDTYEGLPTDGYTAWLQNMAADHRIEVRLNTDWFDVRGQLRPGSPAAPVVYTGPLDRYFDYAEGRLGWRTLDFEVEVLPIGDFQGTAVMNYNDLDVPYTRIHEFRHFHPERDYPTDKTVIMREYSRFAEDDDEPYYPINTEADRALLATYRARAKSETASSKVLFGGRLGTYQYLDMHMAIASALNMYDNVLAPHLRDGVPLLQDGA
Mtb FBA inh: inhibitors of M. tuberculosis fructose-bisphosphate aldolase; purified M. tuberculosis FBA, fluorescence read-out; inhibition, % at 1 µM; hit rate 2.3% among 360,000; in the data active = inhibition above about 27%;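 note: 0% = vehicle and 100% = reference inhibitor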
Target sequence (P9WQA3 whole entry, looked up): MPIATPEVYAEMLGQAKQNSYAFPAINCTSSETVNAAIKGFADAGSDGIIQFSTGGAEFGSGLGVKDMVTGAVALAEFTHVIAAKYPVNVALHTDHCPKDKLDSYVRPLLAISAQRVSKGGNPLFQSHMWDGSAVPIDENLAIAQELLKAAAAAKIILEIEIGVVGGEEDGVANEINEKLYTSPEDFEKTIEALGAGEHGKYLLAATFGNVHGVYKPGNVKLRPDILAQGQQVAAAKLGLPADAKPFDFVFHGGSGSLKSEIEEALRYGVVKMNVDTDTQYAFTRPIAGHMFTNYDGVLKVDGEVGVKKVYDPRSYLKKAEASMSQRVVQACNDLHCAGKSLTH
BoNT F protease: inhibitors of Botulinum neurotoxin F light chain protease; AID 588497; inhibition, % at 10 µM; hit rate 0.22% among 360,000; Multiplex microsphere protease cleavage assay, flow cytometry; in the data active = inhibition above about 35%, passing the limit was not always enough; inconclusive = no clear call, values can overlap the other calls; note: plate controls were buffer without enzyme for full effect and enzyme alone for no effect
PfHsp40 rescue: compounds rescuing yeast from Plasmodium falciparum HSP40 toxicity; S. cerevisiae expressing PfHsp40, growth rescue, ATP luminescence; AID 504582; hit rate 0.68% among 340,000; growth rescue, % at 12.5 µM; in the data active = growth rescue above about 28%, passing the limit was not always enough; inconclusive = no clear call, values can overlap the other calls;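 note: yeast W303a lacking pdr1 and pdr3 grown in galactose medium; growth measured after three days at 30 °C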
Anthrax LF inh2: anthrax lethal factor protease inhibition; hit rate 0.12% among 360,000; multiplex microsphere protease cleavage assay, LF; inhibition, % at 10 µM; P15917; note: plate controls were buffer without enzyme for full effect and enzyme alone for no effect
Starred values were filed as active, the others as inactive; ? = inconclusive; · = no result given. Cut-off read from the data, not from the text of the source, unless noted: active = inhibition above about 30%; inconclusive = no clear call, values can overlap the other calls; inactive = below that.

mol,GDH-TPI counter,BoNT-A LC inh2,BioA inh,FadD28 binding,UGM FP inh,Mtb FBA inh,BoNT F protease,PfHsp40 rescue,Anthrax LF inh2
CCOc1ccccc1N1C(=O)c2ccc(C(=O)O)cc2C1=O,-15,0.2,0.1,-2.3,0.7,-5,-1,0.8,3
CCC(=O)c1ccc(N2CCCCCC2)c(F)c1,-3,0.5,0.0,0.3,0.0,4,12,-2.6,2
Cc1cnc(NC(=O)C2CC=CCC2)s1 (stereo unspecified),-4,-4.1,·,-0.6,-1.7,1,-15,-0.1,1
Cc1ccc(-c2nn(-c3ccccc3)c3[nH]c(=O)c(CNCc4ccccc4)cc23)cc1,4,-1.1,-2.3,-4.3,0.3,19,-16,1.4,-1
Cc1cc(C)c(C)c(OCc2nc(-c3cccnc3)no2)c1,-2,2.0,·,-1.8,2.5,-2,2,-0.6,-4
CC(C)(C)c1cc(NC(=O)C2(C)CCN2C(=O)C2(c3ccccc3)CC2)no1 (stereo unspecified),9,-0.3,-1.5,-1.0,·,1,2,·,-2
Cn1sc(NC(=O)c2ccc(Cl)cc2)nc1=O,-2,0.1,-2.2,-2.7,0.6,1,-7,0.7,-6
CC1Oc2ccccc2N(CC(=O)NCc2ccc3c(c2)OCO3)C1=O (stereo unspecified),-2,-1.0,·,-1.5,-1.9,-3,-5,-0.9,-5
C[C@H](CO)N1C[C@H](C)[C@H](CN(C)C(=O)C2CC2)OCc2cnnn2CCCC1=O,-4,-0.6,-0.8,-0.5,·,2,-3,·,-1
CCCc1ccc(OCc2ccc(C(=O)Nc3cccc(C)n3)o2)c(OC)c1,5,-0.2,·,-0.4,-6.1,0,-1,0.2,3
CN(CC(=O)Nc1ccccc1N1CCOCC1)CC(=O)Nc1ccc(F)c(F)c1F,-6,-0.8,·,-4.1,-1.2,1,-7,-1.5,-2
O=C(CSCc1nc2ccccc2[nH]1)Nc1ccc(Oc2ccccc2)cc1,-7,0.1,·,-8.8,-2.9,-1,-3,1.5,1
CCCNC(=O)N1CCN(c2nc(C(C)C)c3c(c2C#N)CC(C)(C)OC3)CC1,-14,-0.2,-0.4,-1.9,0.6,3,-6,-0.1,-1
CN(Cc1ccccc1)C(=O)C1CCCN(Cc2ccc(Cl)cc2)C1 (stereo unspecified),-18,-0.2,3.8,-4.2,1.1,-6,0,-1.2,1
CN(C(=O)c1ccc(NC(=O)Cc2cccc(NC(=O)C3CCCN(C(=O)C4CCCC4)C3)c2)cc1)C1CC1 (stereo unspecified),5,0.2,-0.2,-1.4,·,1,3,-0.1,-1
COc1ccc(N2CCN(C(=O)c3cc(N4C(=O)C5C6CCC(C6)C5C4=O)ccc3Cl)CC2)cc1 (stereo unspecified),-9,-0.2,·,-4.9,0.2,-1,-6,2.0,-1
Cc1c(NC2(c3nnnn3-c3ccc(Br)cc3)CCCCC2)c(=O)n(-c2ccccc2)n1C,9,0.2,4.5,-2.0,0.5,-9,-4,0.4,-8
Cc1cc(-c2nn(-c3ccccc3F)cc2CN2CCCC(CO)C2)c(C)s1 (stereo unspecified),2,-4.7,-0.9,0.3,2.6,1,-26,-1.4,-11
Cc1cccc(C)c1NC(=O)C(c1ccccc1)N1CCN(C/C=C/c2ccccc2)CC1 (stereo unspecified),·,-0.2,0.5,-1.8,·,0,-1,·,-4
O=C(COc1ccccc1Cl)NCCCN1CCOCC1,5,0.3,0.7,-0.1,1.5,2,14,0.0,1
CCn1c(=O)c(=O)[nH]c2cc(C(=O)NC3CCCC3)ccc21,9,0.7,-0.7,-3.9,1.8,9,-3,0.3,-1
COc1ccc(CNC(=O)c2cc(C)nc3ccccc23)cc1OC,-4,-0.9,·,-2.0,0.9,-2,-2,11,-4
COC(=O)CSc1nc2cc(C)ccc2cc1C#N,13,0.8,-2.1,-1.3,2.3,-1,10,2.0,-4
Cc1ccc(OC/C(=N\O)C(C)(C)C)c([N+](=O)[O-])c1,14,-0.9,·,-3.2,-1.4,4,-2,2.3,0
Clc1ccccc1CN1CCSCC1,7,-0.3,-0.7,-3.3,-1.4,3,3,-0.4,9
CC(NC(=O)c1ccc(Cl)cc1)c1nnc(SCC(=O)NC2=NCCS2)n1C (stereo unspecified),3,-2.2,-1.0,·,1.7,4,-2,1.6,-4
COc1ccc(C(=O)CC(=O)c2ccc(F)cc2)cc1,8,-0.2,-0.7,-1.4,0.8,1,-2,·,-4
CCn1cc(C(=O)NCCCN2CCC(C)CC2)c(=O)c2cc(S(=O)(=O)N(C)C3CCCCC3)ccc21,16,-1.2,8.5,1.0,1.8,0,0,-1.1,1
COc1ccc(C)c2sc(=NC(=O)c3ccc(C(C)=O)cc3)n(C)c12,3,-0.2,·,-3.8,2.5,-1,-3,0.5,0
O=C(O)c1ccccc1-c1cccc2nncn12,6,-0.5,-1.6,-1.6,·,5,0,·,-5
O=C(Nc1ccc(-c2nnc3n2CCCCC3)cc1)c1cc2ccccc2o1,12,2.3,·,-5.4,-1.3,-11,-15,0.3,0
O=C1CC(c2ccco2)CC2=C1C=Nc1ccccc1N2 (stereo unspecified),1,0.9,3.2,-3.2,-1.9,5,10,5.7,2
Cc1ccc(NC(=O)[C@@H]2CCCN2C(=O)[C@@H]2Cc3ccccc3CN2)c(C)c1,-2,0.3,0.3,-3.6,-2.4,-7,2,-1.2,-2
CC(C)c1ccc(Nc2ncccc2C#N)cc1,-12,0.3,0.9,-3.9,-1.9,-4,-4,1.2,-3
CN(C)N1C(=O)CC(N2CCCC2)C1=O (stereo unspecified),-2,-0.2,·,0.3,-0.8,1,-6,-0.2,1
CCCn1c(=O)c2ccccc2n2c(SCC(=O)/C(C#N)=C(\C)N)nnc12,8,-0.7,·,0.5,-0.7,3,6,1.0,0
S=C(NCCCc1cnc[nH]1)NCCCN(Cc1ccccc1)c1ccc(Br)cn1,-6,-0.2,4.0,-9.1,·,-2,-10,·,-1
CC1CN(CC(O)COC2CCC(C(C)(C)C)CC2)CC(C)O1 (stereo unspecified),-2,-0.6,·,-0.5,1.1,3,11,1.9,-1
COc1cc(OC)cc(C(=O)NC(=S)Nc2ccc(N3CCCC3)cc2)c1,14,-1.3,9.8,-1.4,-4.0,2,0,-0.1,-2
Cc1ccc(C)c(N2CCN(C(=O)CCS(=O)(=O)c3ccc4c(c3)CCN4C(=O)C3CC3)CC2)c1,-1,-0.2,-0.5,-2.7,-2.1,-1,2,2.7,-1
Cn1cccc1C(=O)c1cccc([N+](=O)[O-])c1,9,-0.1,·,0.0,1.6,2,-10,0.7,1
Nc1nc(-c2ccc(Cl)cc2)c(N=Nc2ccc(S(=O)(=O)N3CCOCC3)cc2)s1,2,-0.5,-0.6,-4.6,-3.2,2,-10,-0.4,-4
CC(C)=CCC/C(C)=C/CNC(=O)C[C@H]1C[C@H](C(=O)N2CCOCC2)[C@@]2(CCC3CCCC3)c3[nH]c4cc(-c5ccco5)ccc4c3CCN2C1=O,25,-0.1,-0.7,-4.4,·,8,-1,-0.3,-5
CCOC(=O)NC(NC(=S)Nc1ccc(OCC)cc1)C(Cl)(Cl)Cl (stereo unspecified),2,-0.3,·,-1.3,·,-2,-1,-1.2,0
CC(C)NC(=O)COC(=O)c1ccc(NS(=O)(=O)c2ccc3c(c2)OCCO3)cc1,11,-0.4,-0.5,0.8,-2.0,0,3,0.4,-1
Cc1ccc(-n2nc(C(=O)O)c3ccccc3c2=O)cc1C,2,0.8,-1.8,-3.6,-1.4,3,0,-0.8,-2
CCC1C2Cc3ccc(O)cc3C1(CC)CCN2C (stereo unspecified),-1,0.3,·,-2.6,·,-2,0,-1.0,-9
CCCCn1c(N)c(N(CC)C(=O)C2CCCC2)c(=O)[nH]c1=O,-10,-0.1,-0.5,-1.7,0.4,-1,0,0.1,-12
COc1ccc2[nH]c3nc(SC(C)C)nnc3c2c1,0,0.3,0.0,-4.3,-1.8,-2,-3,-1.0,0
CC(NC(=O)c1cc(S(=O)(=O)N(C)C)ccc1Cl)c1ccc(-n2ccnc2)cc1 (stereo unspecified),-10,1.9,2.3,-0.3,-2.7,2,8,-1.0,0

Ordered by formula weight (lowest first): 3 of the compounds above.
mol,GDH-TPI counter,BoNT-A LC inh2,BioA inh,FadD28 binding,UGM FP inh,Mtb FBA inh,BoNT F protease,PfHsp40 rescue,Anthrax LF inh2
COc1ccc(C(=O)CC(=O)c2ccc(F)cc2)cc1,8,-0.2,-0.7,-1.4,0.8,1,-2,·,-4
Cc1ccc(-n2nc(C(=O)O)c3ccccc3c2=O)cc1C,2,0.8,-1.8,-3.6,-1.4,3,0,-0.8,-2
COc1cc(OC)cc(C(=O)NC(=S)Nc2ccc(N3CCCC3)cc2)c1,14,-1.3,9.8,-1.4,-4.0,2,0,-0.1,-2

Remaining list, next part:
mol,GDH-TPI counter,BoNT-A LC inh2,BioA inh,FadD28 binding,UGM FP inh,Mtb FBA inh,BoNT F protease,PfHsp40 rescue,Anthrax LF inh2
C=CCn1c(CSc2nc3ccccc3s2)nnc1SCC(=O)NCc1ccccc1,6,0.2,4.5,-3.1,-1.4,0,-14,0.3,2
COc1ccc(-c2csc(C)n2)cc1,-2,0.7,-1.0,-4.6,1.2,2,10,-0.4,1
CCOC(=O)CC1C(=O)NCCN1Cc1cccc(OC)c1 (stereo unspecified),9,0.8,-0.3,-1.9,0.1,3,9,-0.5,-1
COc1ccc(-n2nc(C(=O)NCC(=O)NCC3CCCO3)c3ccccc3c2=O)cc1Cl (stereo unspecified),13,-1.1,-2.2,-0.9,-1.1,2,-8,-1.0,-4
Fc1ccc(CNC(=S)NCc2ccccc2)cc1,0,-2.6,-5.1,3.1,3.0,6,-21,0.8,-5
CCc1c(O)nc(SCC(=O)Nc2ccc3c(c2)CCC3)[nH]c1=O,10,-0.4,-0.8,0.1,0.1,2,-3,-0.7,-2
Cc1ccccc1OCCCC(=O)Nc1nccs1,8,-1.3,·,-3.2,0.7,-1,-7,1.0,0
COc1ccccc1CNC(=O)CCN1C(=O)COc2ccc(C)cc21,11,?,2.4,-0.4,-1.3,-2,5,-0.6,0
CC1(C)Cc2nc3oc4c(=O)n(CC(=O)Nc5ccc(Cl)cc5)cnc4c3cc2CO1,-5,-4.6,-1.6,-0.4,2.6,4,28,-1.0,5
O=C(CSc1nc2ccccc2s1)Nc1ccc2c(c1)OCO2,4,-0.1,·,-1.6,1.5,2,-5,2.9,0
COc1cccc(CNC(=O)c2ccc(CS(=O)Cc3ccccc3Cl)o2)c1 (stereo unspecified),4,-0.4,-0.8,-1.7,·,-3,-3,·,0
C=CCN(CC=C)S(=O)(=O)c1ncn[nH]1,0,-0.3,-1.4,-4.6,-2.1,-1,-3,-0.1,-2
COCC(=O)N1CCC(Oc2ccc(C(=O)N3C[C@@H](C)O[C@@H](C)C3)cc2)CC1,3,8.9,-1.9,-3.5,0.6,-1,12,0.1,0
CC1(c2nnc(-c3ccncc3)o2)CC(c2ccc([N+](=O)[O-])cc2)=NO1 (stereo unspecified),14,1.1,-0.2,0.0,·,4,0,-0.2,-3
O=C(O)c1ccc(N2CC3CC(C2)c2cccc(=O)n2C3)c(NC(=S)Nc2ccc(Br)cc2)c1 (stereo unspecified),-1,-0.6,-1.5,-1.0,1.6,6,-7,-0.9,0
O=C(NCCN1CCOCC1)c1ccc(Cl)c(S(=O)(=O)N2CCCC2)c1,7,-0.5,-5.0,-1.8,-3.9,4,-10,-1.0,0
COc1ccc(C)cc1NC(=O)NNC(=O)c1ccoc1C,0,-0.9,-1.0,-3.3,0.7,-1,2,-0.3,0
C(=NN=C1c2ccccc2-c2ccccc21)c1ccc2c(c1)OCO2,19,-0.9,·,-0.3,·,-1,-8,1.4,-8
COC(=O)C1=C(c2ccc(OCc3ccccc3)cc2)C[C@@H]2CC[C@H]1N2C(=O)NCc1cccc(C(F)(F)F)c1,-7,-0.7,-1.5,-5.7,-2.5,-2,-4,4.8,-8
O=C(NCc1ccco1)c1cnn2c1NC(c1ccc(Br)cc1)CC2C(F)(F)F (stereo unspecified),-1,-0.1,3.0,-3.0,-1.7,-2,2,2.2,-6

High-throughput results deposited in PubChem BioAssay by several laboratories.
